3CLpro inhibitor: SARS-CoV 3CLpro protease inhibition. 290,000 compounds, 0.14% hits. P0C6X7. recombinant SARS-CoV 3CLpro, quenched FRET peptide cleavage. inhibition, % at 6 µM; in the data active means inhibition above about 12%
PfHsp40 yeast: rescue of PfHsp40-mediated yeast toxicity; S. cerevisiae expressing PfHsp40, growth rescue, ATP luminescence; 340,000 compounds, 0.68% hits; AID 504582; growth rescue, % at 12.5 µM; in the data active means growth rescue above about 28%, passing the limit was not always enough; inconclusive means no clear call, values can overlap the other calls;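 further: yeast W303a lacking pdr1 and pdr3 grown in galactose medium; growth measured after three days at 30 °C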
BH1578 lux ind: induces V. cholerae light production without autoinducers; 350,000 compounds, 0.16% hits; AID 588436; activation, % at 18.7 µM; V. cholerae BH1578 lux reporter, luminescence, 6 h; in the data active means activation mostly above about 9.7%, no sharp cut-off; inconclusive means no clear call, values can overlap the other calls; inactive means mostly below about 3.7%; further: not every result past the cut was called active; inactives centre near 0; reference of the scale not given here
SSB-PriA inh: blocks PriA binding to SSB C-terminal tail; AlphaScreen SSBct-PriA binding, biotinylated peptide; inhibition, % at 33 µM; 430,000 compounds, 0.6% hits; AID 1272365; in the data active means inhibition mostly above about 37%, no sharp cut-off; inactive means mostly below about 20%;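 further: plate controls were negative control peptide for no effect and reference peptide for full effect; strong numbers were not always called active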
BoNT A protease: BoNT A light chain protease inhibition. inhibition, % at 10 µM. 360,000 compounds, 0.17% hits. multiplex microsphere protease substrate cleavage, flow cytometry. AID 588499; further: plate controls were buffer without enzyme for full effect and enzyme alone for no effect
VHR inh abs: inhibitors of human VHR1 phosphatase (DUSP3); recombinant VHR phosphatase, pNPP absorbance; inhibition, % at 13.3 µM; 290,000 compounds, 0.52% hits; in the data active means inhibition above about 50%; further: some compounds called inactive have numbers as strong as hits
Target sequence (P51452 whole entry, looked up): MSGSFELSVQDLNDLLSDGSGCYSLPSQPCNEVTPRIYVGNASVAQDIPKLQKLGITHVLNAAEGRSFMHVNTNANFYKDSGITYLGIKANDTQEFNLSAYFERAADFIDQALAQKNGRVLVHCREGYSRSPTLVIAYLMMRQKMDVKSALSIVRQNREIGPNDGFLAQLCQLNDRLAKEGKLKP
TcdB GH inh: TcdB glycohydrolase inhibition | P18177 | TcdB glycohydrolase enzymatic assay, plate reader | inhibition, % at 9.99 µM | 350,000 compounds, 0.24% hits | AID 652162; in the data active means inhibition above about 10%
Yp Topo-I inh: inhibitors of Yersinia pestis topoisomerase I; 360,000 compounds, 0.064% hits; AID 504884; Y. pestis Topo-I cleavage product accumulation, plate reader; activity, % at 10 µM; in the data active means activity above about 50%, passing the limit was not always enough; inconclusive means no clear call, values can overlap the other calls; further: inactives centre near 2
Anthrax LF prot: blocks Bacillus anthracis lethal factor protease. multiplex microsphere protease cleavage assay, LF. inhibition, % at 10 µM. 360,000 compounds, 0.12% hits. P15917; further: plate controls were buffer without enzyme for full effect and enzyme alone for no effect
Target sequence (P15917 whole entry, looked up): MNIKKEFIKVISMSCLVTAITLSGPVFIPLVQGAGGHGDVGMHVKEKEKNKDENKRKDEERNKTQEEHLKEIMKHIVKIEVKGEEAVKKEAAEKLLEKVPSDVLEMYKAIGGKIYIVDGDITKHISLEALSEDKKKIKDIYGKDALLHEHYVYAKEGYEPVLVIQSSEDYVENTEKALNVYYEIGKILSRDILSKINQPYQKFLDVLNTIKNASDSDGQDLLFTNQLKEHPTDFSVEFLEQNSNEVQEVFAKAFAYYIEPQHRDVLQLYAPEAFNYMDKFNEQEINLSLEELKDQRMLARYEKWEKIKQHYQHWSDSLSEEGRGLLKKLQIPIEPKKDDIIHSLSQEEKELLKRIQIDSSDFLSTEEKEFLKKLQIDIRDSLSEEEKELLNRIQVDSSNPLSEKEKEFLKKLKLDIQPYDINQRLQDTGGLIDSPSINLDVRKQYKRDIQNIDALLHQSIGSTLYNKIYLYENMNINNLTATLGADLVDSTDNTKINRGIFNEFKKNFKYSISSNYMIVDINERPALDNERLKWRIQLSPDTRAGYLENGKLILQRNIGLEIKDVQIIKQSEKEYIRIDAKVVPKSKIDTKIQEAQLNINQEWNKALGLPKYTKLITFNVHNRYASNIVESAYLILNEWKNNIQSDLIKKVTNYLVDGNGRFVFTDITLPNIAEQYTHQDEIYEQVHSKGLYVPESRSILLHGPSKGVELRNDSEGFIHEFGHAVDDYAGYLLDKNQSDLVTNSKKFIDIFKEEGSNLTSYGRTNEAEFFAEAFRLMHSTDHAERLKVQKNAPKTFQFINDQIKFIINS
CCHF vOTU inh: CCHFV vOTU protease inhibition | Pep-AMC fluorescence | inhibition, % at 11.5 µM | 370,000 compounds, 0.55% hits | AID 651958; in the data active means inhibition above about 30%; further: 0% = vehicle wells with enzyme and 100% = no enzyme wells
* = called active by the depositor; i = inactive; u = inconclusive; x = no result given; & = joins results of further samples. Unless noted, no stated cut-off is given here; in the data, active means inhibition above about 30%; inconclusive means no clear call, values can overlap the other calls; inactive means below that.

SMILES	3CLpro inhibitor	PfHsp40 yeast	BH1578 lux ind	SSB-PriA inh	BoNT A protease	VHR inh abs	TcdB GH inh	Yp Topo-I inh	Anthrax LF prot	CCHF vOTU inh
CC(C)CCN1CCC[C@]2(N[C@H](c3ccccc3)[C@@H]3C(=O)N(Cc4ccccc4)C(=O)[C@@H]32)C1=O	x	x	-1.1	x	0.2	x	0.6	12	-4	5
COc1cc(OC)nc(Nc2nc(C(N)COCc3ccccc3)cs2)n1 (configuration not stated)	x	x	-3.7	x	-0.2	x	2.4	32	-2	7
CCOc1ccc(CCNC(=O)CCOc2cc(C)ccc2C)cc1OCC	0	0.3	-0.3	-8	0.7	10	0.4	0	1	10
CCOC(=O)CSc1nc2ccccc2n1CC(=O)N1CCN(c2ccccc2)CC1	2	0.8	-0.3	3	1.1	25	x	22	0	x
Cc1csc(=O)n1CC(=O)OCC(=O)Nc1ccc(F)c(F)c1	x	-0.1	i	-1	-1.5	x	-0.1	-2	3	-10
Cc1sc2ncnc(-n3cnc4ccccc43)c2c1C	2	2.5	-0.5	-15	0.5	-28	-0.1	7	-2	7
CCCOC(=O)c1ccc(Oc2c(-c3ccc(OC)cc3O)n[nH]c2C)cc1	8	1.3	x	-9	0.1	13	0.2	6	-6	5
N#Cc1c(NC(=O)C2CC(Cl)=CCC2C(=O)O)sc2c1CCCCC2 (configuration not stated)	3	0.7	-0.5	3	-1.8	12	-2.8	-5	3	14
CC1(C)CC(=O)c2c(n(-c3cccc4ccccc34)ccc2=O)C1	8	-0.3	1.6	-22	1.3	20	x	2	-9	3
CC(NC(=O)C1CCC(CNS(=O)(=O)c2ccc3c(c2)C(C)(C)C(=O)N3C)CC1)c1ccccc1 (configuration not stated)	2	0.7	-0.1	-13	-0.4	6	0.5	21	-5	-2
Cc1ccccc1CNC(=O)C(=O)NCC1OCCCN1S(=O)(=O)c1ccc(F)cc1C (configuration not stated)	-1	0.2	i	-4	0.6	15	1.9	20	-6	-5
O=S(=O)(c1ccc(NC(=S)NN=C(C2CC2)C2CC2)cc1)N1CCOCC1	0	0.7	-0.2	-15	-0.5	-1	0.1	-2	-6	-4
COc1ccc2[nH]c3c(c2c1)CCN1C(=O)N([C@@H](C)C(=O)NC2CCCCC2C)C(=O)[C@]31C (some centres not stated)	-4	0.0	-0.4	10	0.6	16	0.9	10	-7	4
O=C1CC(Cc2ccccc2)C(=O)N1c1ccc(Cl)cn1 (configuration not stated)	1	0.5	-4.8	-7	-0.2	10	x	-6	-4	6
CCCCCC/C=N/Nc1nnc(Cc2ccccc2)c(=O)[nH]1	1	0.5	-0.5	x	1.4	38	-1.5	5	-4	8
COc1cc(OC)cc(C(=O)NNC(=O)c2ccccc2Br)c1	-4	-1.1	i	2	-0.4	13	x	3	0	-18
O=C(NCc1cccnc1)C1CC(c2ccccc2O)=NO1 (configuration not stated)	1	-1.6	-0.3	-1	x	-8	1.1	-2	x	-7
Cc1ccc(S(=O)(=O)NNC(=O)c2ccc(NC(=O)C3CC3)cc2)cc1	-1	-1.0	0.3	-18	0.2	6	0.2	-6	0	-3
COc1ccc(CCNc2ccc(N3C(=O)CC(C)C3=O)cc2[N+](=O)[O-])cc1 (configuration not stated)	-2	u	i	-1	-0.9	-6	1.3	37	0	-3
CCOC(=O)N(C)c1c(CC)nc2c(OCc3ccc(C(F)(F)F)cc3)cccn12	x	x	i	x	-0.6	x	1.7	17	-7	12

Six compounds from above, sorted by number of heavy atoms, ascending:
SMILES	3CLpro inhibitor	PfHsp40 yeast	BH1578 lux ind	SSB-PriA inh	BoNT A protease	VHR inh abs	TcdB GH inh	Yp Topo-I inh	Anthrax LF prot	CCHF vOTU inh
N#Cc1c(NC(=O)C2CC(Cl)=CCC2C(=O)O)sc2c1CCCCC2 (configuration not stated)	3	0.7	-0.5	3	-1.8	12	-2.8	-5	3	14
Cc1ccc(S(=O)(=O)NNC(=O)c2ccc(NC(=O)C3CC3)cc2)cc1	-1	-1.0	0.3	-18	0.2	6	0.2	-6	0	-3
CCOc1ccc(CCNC(=O)CCOc2cc(C)ccc2C)cc1OCC	0	0.3	-0.3	-8	0.7	10	0.4	0	1	10
CCOC(=O)CSc1nc2ccccc2n1CC(=O)N1CCN(c2ccccc2)CC1	2	0.8	-0.3	3	1.1	25	x	22	0	x
Cc1ccccc1CNC(=O)C(=O)NCC1OCCCN1S(=O)(=O)c1ccc(F)cc1C (configuration not stated)	-1	0.2	i	-4	0.6	15	1.9	20	-6	-5
COc1ccc2[nH]c3c(c2c1)CCN1C(=O)N([C@@H](C)C(=O)NC2CCCCC2C)C(=O)[C@]31C (some centres not stated)	-4	0.0	-0.4	10	0.6	16	0.9	10	-7	4

In another format: entries from further up
Cc1sc2ncnc(-n3cnc4ccccc43)c2c1C
  3CLpro inhibitor = 2	PfHsp40 yeast = 2.5	BH1578 lux ind = -0.5	SSB-PriA inh = -15	BoNT A protease = 0.5	VHR inh abs = -28	TcdB GH inh = -0.1	Yp Topo-I inh = 7	Anthrax LF prot = -2	CCHF vOTU inh = 7

CCCOC(=O)c1ccc(Oc2c(-c3ccc(OC)cc3O)n[nH]c2C)cc1
  3CLpro inhibitor = 8	PfHsp40 yeast = 1.3	BH1578 lux ind = x	SSB-PriA inh = -9	BoNT A protease = 0.1	VHR inh abs = 13	TcdB GH inh = 0.2	Yp Topo-I inh = 6	Anthrax LF prot = -6	CCHF vOTU inh = 5

N#Cc1c(NC(=O)C2CC(Cl)=CCC2C(=O)O)sc2c1CCCCC2 (configuration not stated)
  3CLpro inhibitor = 3	PfHsp40 yeast = 0.7	BH1578 lux ind = -0.5	SSB-PriA inh = 3	BoNT A protease = -1.8	VHR inh abs = 12	TcdB GH inh = -2.8	Yp Topo-I inh = -5	Anthrax LF prot = 3	CCHF vOTU inh = 14

Additional compounds follow.
SMILES	3CLpro inhibitor	PfHsp40 yeast	BH1578 lux ind	SSB-PriA inh	BoNT A protease	VHR inh abs	TcdB GH inh	Yp Topo-I inh	Anthrax LF prot	CCHF vOTU inh
COc1cc2c(cc1OC)CN(C(=O)c1oc3ccccc3c1C)CC2	1	-0.8	-0.2	2	-0.8	12	6.5	10	-9	-5
CCCCCCOc1ccc(N2C(=O)CC(N(CCc3ccc(S(N)(=O)=O)cc3)C(C)=O)C2=O)cc1 (configuration not stated)	5	2.2	-0.8	-2	-1.1	19	-0.7	23	-4	1
CC1CCc2nn(CC(=O)NCCCN3CCOCC3)cc2C1 (configuration not stated)	0	1.1	0.4	-9	-0.3	32	0.7	-9	-16	0
COc1ccccc1C(CNC(=O)c1cccc(S(=O)(=O)NCc2ccccc2)c1)N(C)C (configuration not stated)	x	-1.3	2.8	-7	x	x	1.6	-7	x	9
CCCc1ccc2oc(C(=O)N(C)Cc3ccn[nH]3)c(C)c2c1	-4	-1.2	-0.4	-6	-0.8	2	0.6	6	-2	-7
Nc1cc(Cl)nc(N/N=C/c2ccc([N+](=O)[O-])cc2)n1	-5	-0.7	i	x	0.3	-14	x	1	0	15
O=C(CN1CCCC1)Nc1c2c(nc3ccccc13)N(Cc1ccccc1)CC2	-4	0.8	-0.4	-6	1.0	13	1.8	-7	-3	-24
NC(=O)NC(Cc1ccccc1)C(=O)NNC(=O)COc1ccccc1Cl (configuration not stated)	x	-0.7	0.9	-18	0.6	x	0.7	5	-4	1
CCOCCOc1cccc(C(=O)NC(c2ccccc2)c2ccccc2)c1	0	-0.3	-0.5	-13	-3.0	12	0.9	33	-4	-9
Cc1cc(/C=C(\C#N)C(=O)NCc2ccccc2)c(C)[nH]1	x	x	-0.6	x	-0.6	x	-0.2	-1	-2	2
CCOC(=O)c1ccc2[nH]c3c(c2c1)CN(C)CC3	-1	-0.9	-0.3	5	-1.1	7	0.9	8	-7	10
CCc1ccc(NC(=S)N(CCCN2CCN(C)CC2)Cc2cccs2)cc1	-1	0.5	-0.3	14	-0.2	-4	x	8	-1	6
O=C(Nc1cccc(S(=O)(=O)NC2=NCCCCC2)c1)c1cc(-c2ccccc2)nc2ccccc12	3	-1.5	i	-23	0.5	2	0.4	18	2	-3
COc1ccc(-c2nnc(SCC(=O)NNC(=O)c3ccc(C)cc3)o2)cc1	-8	-0.6	-0.7	-7	0.4	-14	x	7	1	-18
COc1ccccc1N1CCN(C(=O)C(C)N(c2ccc(C)c(C)c2)S(C)(=O)=O)CC1 (configuration not stated)	0	0.0	-0.1	-14	0.0	27	x	20	-2	0
Cc1cc(NC(=O)c2ccc(N3C(=O)C4C5C=CC(C5)C4C3=O)cc2)no1 (configuration not stated)	-1	-0.9	i	-12	-0.6	-4	0.3	0	1	-17
Cc1cccc(CN2CCC(C(=O)Nc3cccc(-c4cscn4)c3)CC2)n1	5	-0.9	i	-6	-6.4	10	1.4	7	-2	9
CC(C)(C)NC(=O)CON=C1c2ccccc2-c2ccccc21	4	1.4	-0.5	-37	2.2	-5	2.5	38	2	27
C[C@H]1CN([C@@H](C)CO)C(=O)CCCn2nncc2CO[C@@H]1CN(C)S(=O)(=O)c1ccc(-n2cccn2)cc1	x	x	0.0	x	0.6	x	0.2&-0.2	5	-3	9
O=C(Nc1cc2c(=O)n(-c3ccc(Oc4ccccc4)cc3)ccc2oc1=O)c1ccccc1	2	0.2	-0.2	-2	0.1	15	-0.7	5	2	-2
Cn1cc(CNC(=O)C2CCCCC2)cn1	2	-0.1	-0.4	-9	0.5	12	1.9	-1	2	-9
CCOC(=O)c1nn(-c2ccc3ccccc3c2)cc1O	-2	0.3	-0.6	-19	-0.3	18	0.9	8	-3	3
CC1(C(=O)Nc2cccc3ccccc23)CCN1C(=O)C1(c2ccccc2)CCCC1 (configuration not stated)	x	x	-0.7	x	-0.4	x	0.9	4	1	6
CCOc1cc(C(=O)NCC(C)CN(C)C)cc(OCC)c1OCC (configuration not stated)	-2	0.3	2.8	2	-1.6	21	x	0	-2	-4
CC(Sc1ccccc1)C(=O)N1CCN(S(=O)(=O)c2ccccc2C(F)(F)F)CC1 (configuration not stated)	3	0.8	i	4	3.5	14	0.8	22	-2	-6
O=C(N/N=C\c1cccnc1)c1ccc(Cl)cc1Cl	-1	-1.9	-0.6	x	0.4	3	x	5	-7	x
COC(=O)c1cn(C(=O)c2cc(OC)cc(OC)c2)c2ccccc12	1	-2.1	0.8	-8	x	44	0.9	2	x	12
CC(=O)Nc1ccc(Nc2ncnc(N)c2[N+](=O)[O-])cc1	0	0.2	-0.5	1&15	0.6	27	-1.1	1	-3	-15
Cc1cccc(CN2CCCC(C(=O)c3ccc(C(F)(F)F)cc3)C2)n1 (configuration not stated)	-4	-0.3	-0.5	-3	-0.4	0	0.1	1	2	-10
Cc1cccc(CCNC(=O)C2CCN(S(=O)(=O)c3c(C)nn(C)c3C)CC2)c1	-4	0.2	0.7	-1	-0.3	10	x	3	0	19
CN(C)CCC1Sc2ccccc2Oc2ccccc21 (configuration not stated)	2	0.6	14	-3	0.2	13	x	-4	-1	4
O=C(O)c1cnc(-c2ccccc2)nc1Sc1ccccc1	5	-0.6	i	-19	-1.0	-11	x	4	-6	-1
Cc1ccccc1CC(=O)NCCN1CCOCC1	5	-1.1	-0.9	11	-1.3	21	0.2	2	6	-7
CCc1nnc(NC(=O)CSc2nnc(Cc3ccccc3)n2-c2ccccc2)s1	-1	0.5	6.2	0	0.1	21	x	-9	-1	-7
CN(C)c1ccc(C=C2SC(=S)NC2=O)cc1	x	-0.5	i	-8	1.0	x	1.5	-6	7	10
Cc1ccc(S(=O)(=O)N(C)C[C@H]2OCCCC[C@@H](C)Oc3ccc(NC(=O)Cc4ccccc4)cc3C(=O)N([C@H](C)CO)C[C@@H]2C)cc1	x	x	-0.4	x	-0.2	x	1.4&-0.7	11	0	10
CCN(c1nc(C)cc(OC)n1)S(=O)(=O)c1ccccc1	2	-0.9	x	-13	-1.0	26	x	3	-7	6

Screens: PubChem, several laboratories

This is a subset; the hit share may differ from the screen's.
